Bioassay records: PubChem, The Scripps Research Institute Molecular Screening Center
CHO parental Ca: counter-screen for OX1R antagonists: effect in parental CHO cells; parental CHO-K1, ATP-induced calcium, Fluo-8 fluorescence; inhibition, % at 5.6 µM; 0.63% of 330,000 active;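 active means inhibition above that plate's mean sample inhibition plus 3 SD, cut at about 26% in these data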;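 further: 0% = ATP-challenged DMSO wells and 100% = DMSO wells without ATP; some compounds past the cut are filed as inactive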
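Material – parental CHO cells · Reagent – ATP stimulus · Compound – single nominal dose of 5.6 µM per compound · Detection – Fluo-8 fluorescence · Read-out basis – percent inhibition of calcium signal · Controls – ATP-challenged DMSO wells low, unchallenged DMSO wells high · Repeats – no replicates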
M1 ag parental: M1 agonist counterscreen hit in parental CHO-K1 cells. Fluo-8 calcium fluorescence; scaled to maximal ATP response, vehicle zero. 0.48% of 360,000 active. activation, % at 3 µM; in the data active means activation above about 15%;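 further: untransfected CHO-K1 host cells lacking M1 receptor as counterscreen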
CHO-K1 Ca antag: nonselective inhibitor or artifact in parental CHO-K1 cells; AID 602250; 0.6% of 360,000 active; inhibition, % at 3 µM; ATP-induced calcium, Fluo-8 fluorescence;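 active means inhibition above a per-plate cutoff, the plate's mean sample inhibition plus 3 SD, cut at about 24% in these data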;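 further: 0% = DMSO plus EC80 ATP and 100% = DMSO alone without ATP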
M1 PAM parental: nonselective activator or artifact in parental CHO-K1 calcium assay; activation, % at 3 µM; AID 602247; ATP EC20, Fluo-8 calcium fluorescence; 0% at ATP EC20, 100% at ATP max; 0.02% of 360,000 active;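 active means activation above the run cutoff, the mean activation of all test compounds plus 3 SD, cut at about 40% in these data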;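 further: peak over basal fluorescence ratio in a 140 s read after ATP addition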
TAAR1 antagonist: human TAAR1 antagonism. inhibition, % at 3 µM. CHO RD-HGA16 TAAR1, Fluo-8 calcium fluorescence, antagonist. AID 624466. 1.5% of 360,000 active. Q96RJ0;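 active means inhibition above a per-plate cutoff, the mean inhibition of test compounds on that plate plus 3 SD, cut at about 49% in these data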;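 further: 0% = DMSO plus EC80 beta-PEA response and 100% = DMSO alone without agonist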
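Assay system: CHO-derived RD-HGA16 cells stably expressing human TAAR1 plus Gα16. Timing: 140 s kinetic read after compound, 140 s after agonist. Technique: kinetic Fluo-8 calcium fluorescence measurement. Measure: % inhibition of agonist calcium response.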
V1R ag counter: activates human V1a receptor in oxytocin agonist counter-screen; P37288; CHO-V1R cells, Fluo-8 calcium fluorescence, agonist mode; 0% DMSO, 100% 3 nM vasopressin; activation, % at 3 µM; 0.25% of 320,000 active;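 active means activation above the mean activation of all tested compounds plus 3 SD, per screening run, cut at about 20% in these data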;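 further: signal is peak over basal fluorescence ratio across a 100 second FLIPR read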
Target sequence (P37288 whole entry, looked up): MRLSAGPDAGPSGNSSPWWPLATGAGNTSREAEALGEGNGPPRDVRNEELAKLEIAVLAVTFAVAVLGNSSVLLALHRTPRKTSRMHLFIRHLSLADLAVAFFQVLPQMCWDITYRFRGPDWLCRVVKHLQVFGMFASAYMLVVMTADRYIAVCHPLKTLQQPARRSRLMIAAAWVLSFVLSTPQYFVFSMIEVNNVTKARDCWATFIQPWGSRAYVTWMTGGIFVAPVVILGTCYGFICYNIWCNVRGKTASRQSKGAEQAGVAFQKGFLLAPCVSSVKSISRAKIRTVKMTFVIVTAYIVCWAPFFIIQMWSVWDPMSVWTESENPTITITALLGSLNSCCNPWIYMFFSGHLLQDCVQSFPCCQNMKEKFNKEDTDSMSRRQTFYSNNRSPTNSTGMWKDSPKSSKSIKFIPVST
CHRM1 agonist: human M1 muscarinic receptor agonism | CHO-K1 hM1, Fluo-8 calcium fluorescence, agonist mode; 0% DMSO, 100% acetylcholine EC100 | activation, % at 3 µM | 0.33% of 360,000 active;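 active means activation above the run's mean compound activation plus 3 SD, cut at about 16% in these data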;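 further: peak over basal fluorescence ratio within a 140 s kinetic read after compound addition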
Target sequence (P11229 whole entry, looked up): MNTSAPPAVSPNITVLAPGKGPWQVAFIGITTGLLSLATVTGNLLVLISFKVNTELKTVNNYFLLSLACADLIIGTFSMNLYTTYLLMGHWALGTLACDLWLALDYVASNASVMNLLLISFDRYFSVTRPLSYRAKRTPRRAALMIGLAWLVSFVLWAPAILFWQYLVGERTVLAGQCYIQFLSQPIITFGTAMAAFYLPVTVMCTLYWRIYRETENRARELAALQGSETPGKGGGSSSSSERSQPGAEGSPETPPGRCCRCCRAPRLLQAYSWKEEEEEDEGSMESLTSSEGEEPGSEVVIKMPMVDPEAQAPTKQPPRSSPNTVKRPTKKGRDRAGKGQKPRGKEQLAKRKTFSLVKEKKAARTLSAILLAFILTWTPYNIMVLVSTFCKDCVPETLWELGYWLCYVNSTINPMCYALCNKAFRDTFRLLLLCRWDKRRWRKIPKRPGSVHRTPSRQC
TAAR1 ag: agonists of human TAAR1 | activation, % at 3 µM | 0.99% of 360,000 active | Q96RJ0 | CHO RD-HGA16 TAAR1, Fluo-8 calcium fluorescence; vehicle wells 0%, saturating PEA agonist 100%;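 active means activation above the mean activation of all test compounds in the run plus 3 SD, cut at about 38% in these data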
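test system = CHO RD-HGA16 cells carrying human TAAR1 plus Gα16 | schedule = 17-24 h seeding, 75 min 37 °C dye, 30 min RT | compound dosing = 3 µM single concentration | control set = DMSO and PEA EC100 | replicates = n 1 | signal = Fluo-8 fluorescence, 5 s baseline then 140 s kinetic read | measure = percent activation vs PEA EC100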
OXTR potentiate: potentiates the human oxytocin receptor response | 0.061% of 320,000 active | activation, % at 3 µM | P30559 | CHO-OTR cells, Fluo-8 calcium fluorescence, potentiator mode; 0% = oxytocin EC15, 100% = EC100;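 active means activation above that plate's cutoff, the mean activation of tested compounds plus 3 SD, cut at about 6.6% in these data, passing the limit was not always enough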;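 further: 100% uses oxytocin at 75 nM as the full agonist control; some results filed as inactive read as strong as hits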
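assay system = CHO-OTR cells, human receptor | schedule = compound 6 min at room temperature before oxytocin, 100 s read | detection = Fluo-8 intracellular calcium fluorescence, ex 470-495, em 515-575 nm | evaluation = normalized max/min fluorescence ratio, % activation | control set = EC15 oxytocin alone as 0%, 75 nM oxytocin (EC100) as 100%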
The depositor's hits bear a star; x = not tested or not shown.

SMILES | CHO parental Ca | M1 ag parental | CHO-K1 Ca antag | M1 PAM parental | TAAR1 antagonist | V1R ag counter | CHRM1 agonist | TAAR1 ag | OXTR potentiate
FC(F)(F)c1ccc(C2NCCc3sccc32)cc1 (configuration not stated) | -22.1 | 1.2 | 3.2 | 17.6 | 11.1 | 3.1 | -10.9 | 3.7 | -5.3
CCC(Cc1ccccc1)NC(=O)CCc1ccccc1 (configuration not stated) | -12.0 | 0.0 | -4.9 | 2.1 | -2.1 | -0.5 | -3.1 | -0.6 | -12.8
O=[N+]([O-])c1ccc(CS(=O)(=O)c2ncn[nH]2)cc1 | -2.9 | 3.4 | -1.6 | 5.3 | -7.8 | 0.9 | -4.0 | 2.1 | -16.9
C[C@@H]1CN([C@H](C)CO)C(=O)c2cc(C#C[C@@H](C)O)cnc2O[C@H]1CN(C)C(=O)c1ccc(F)cc1 | x | 0.0 | -2.0 | -0.6 | 21.4 | x | -3.1 | 0.9 | x
CCOc1ccc(NC(=O)CC2C(=O)N(C)C(=S)N2Cc2ccc3c(c2)OCO3)cc1 (configuration not stated) | -23.8 | 1.4 | -2.5 | 16.6 | -1.4 | 2.2 | -1.5 | 0.3 | -10.3
O=C(CNC(=O)c1ccccc1C(=O)O)c1ccccc1 | 6.0 | -0.3 | -0.6 | -1.3 | 29.6 | -0.3 | -4.3 | 70.9* | 3.4
CCc1nc2ccccc2c(C(=O)NCc2ccccc2)c1C | -9.3 | 1.8 | -11.5 | -9.5 | 14.8 | -0.4 | -5.7 | 2.0 | -5.9
CCOC(=O)CCCCNCc1ccccc1 | -19.6 | -0.2 | 2.1 | -1.2 | 4.6 | 0.9 | -4.5 | -1.6 | 1.5
NC(=S)NN=C(c1ccc(F)cc1)C1CC1 | x | 0.4 | 1.6 | 25.3 | -10.4 | x | -2.2 | 5.3 | x
O=C1CN(S(=O)(=O)c2ccc(Br)cc2)c2ccccc2N1 | 3.1 | 1.2 | -11.9 | 19.4 | 3.6 | -0.4 | -4.3 | -0.4 | -5.1
O=C(COC(=O)/C=C/c1ccc(F)cc1)NCc1ccc2c(c1)OCO2 | -5.6 | 0.2 | -4.4 | -0.8 | -11.2 | 4.9 | -0.6 | 2.0 | -2.5
Cc1cc(OCCCn2ccnc2)ccc1C(C)C | 7.4 | 4.7 | -26.8 | 30.1 | 2.6 | 4.2 | -3.9 | 1.6 | -6.6
Cn1c2c(c3ccccc31)CCN1CCC[C@]21c1ccccc1 | -15.0 | -1.2 | -14.9 | 1.5 | -14.1 | -1.2 | -2.1 | -2.6 | -10.9
CO/N=C(/CS(=O)c1ccc(Br)cc1)c1ccc(OC)cc1 (configuration not stated) | -30.0 | -0.3 | -3.6 | 11.9 | -1.6 | -1.5 | 2.6 | 20.4 | 1.6
NC(=O)C1(C(N)=O)OC1c1ccc(Cl)cc1Cl (configuration not stated) | 13.8 | 0.3 | -14.7 | 21.4 | 6.1 | 0.2 | 0.3 | 1.4 | -6.9
O=C1Nc2ccccc2C(O)(C(=O)NCc2ccco2)N1c1ccccc1 (configuration not stated) | -14.4 | 0.3 | -9.2 | 6.1 | 12.2 | 0.2 | -2.5 | 6.4 | -8.5
COC(=O)c1cc2ccccc2c([N+](=O)[O-])c1O | x | 1.0 | -13.6 | 9.2 | 9.8 | x | -5.0 | -0.7 | x
CCOC(=O)CCC(=O)Nc1ccc(S(=O)(=O)N2CCCC2)cc1 | 4.2 | 0.4 | 9.2 | -9.2 | -17.8 | 1.2 | -3.3 | 5.5 | -0.8
CC1=C(C#N)C(C(F)(F)F)(C(F)(F)F)N=C(c2ccco2)N1 | 8.9 | 15.8* | -1.2 | 12.7 | 26.8 | 8.3 | 4.7 | 12.8 | -14.6
C=CCSC1=C(C#N)C(c2ccccc2OC)CC(=O)N1 (configuration not stated) | 9.2 | -0.6 | -1.9 | 12.9 | 3.6 | 0.7 | -1.8 | 11.0 | -12.7
Cc1ccc(S(=O)(=O)N2CCOCC2)cc1C(=O)N1CC(C)CC(C)C1 (configuration not stated) | -13.3 | -0.1 | 4.8 | -17.6 | -6.3 | 1.4 | -2.2 | 1.9 | 4.9
COc1ccc2c(=O)cc(-c3ccccc3)n(C)c2c1 | -9.0 | -0.6 | -13.2 | 21.6 | -13.0 | 0.1 | -3.0 | -0.1 | -1.6
Cn1/c(=N\NC(=O)c2ccccc2Cl)sc2ccccc21 | -6.8 | 0.1 | 1.5 | -2.7 | 0.3 | -0.9 | -4.7 | -2.1 | 3.9
CCCn1c(CNc2ccccc2O)nc2ccccc21 | -9.9 | -0.7 | -26.1 | 0.5 | -0.4 | -0.4 | -2.2 | 8.2 | -3.7
C=CCOC(=O)/C(=C/c1cccc2ccccc12)NC(=O)c1ccccc1 | -21.7 | 1.9 | -11.0 | 17.0 | 13.1 | 0.5 | -6.7 | 7.7 | -6.5
CCOc1ccccc1NC(=O)Nc1cc(C(=O)O)ccc1C | -8.9 | 0.3 | -12.7 | 20.7 | -2.9 | 0.7 | -6.6 | 3.6 | -4.1
O=S(=O)(c1ccc(Cl)cc1)N1CCCc2ccccc21 | -22.5 | -0.4 | 0.1 | 10.6 | 19.9 | 0.6 | -5.2 | 2.6 | -10.9
O=C(c1cc(COc2ccc(F)cc2Cl)on1)N1CC2C[C@@H]3CC1C[C@H](C2)C3 | 10.0 | 0.3 | -7.6 | 17.8 | -19.4 | -0.1 | -3.6 | 0.0 | -10.2
COc1ccc(C(=O)C2CCCN(Cc3cccc4c3OCO4)C2)cc1OC (configuration not stated) | -15.5 | -0.3 | -7.6 | 9.3 | -9.6 | 2.4 | -13.0 | 2.4 | -7.5
Cc1ccccc1OCC(=O)NCc1ccccc1 | -6.4 | 0.9 | 0.7 | 20.6 | 8.8 | -0.4 | -5.6 | 0.1 | 4.2
CN1C(=O)NC(c2ccc(Cl)cc2)C2=C1CC(C)(C)CC2=O (configuration not stated) | -7.9 | 0.3 | -9.8 | 2.9 | 6.4 | 0.4 | -1.2 | 9.4 | -13.3
CC(=C/C(=O)O)/C=C/c1ccc(Cl)o1 | -13.3 | 0.5 | -3.3 | 17.7 | -7.6 | 1.0 | -1.9 | 4.6 | 1.4
Cc1ccc(C(O)c2ncc(-c3ccc4ccccc4c3)[nH]2)cc1 (configuration not stated) | x | 0.9 | 0.5 | 1.6 | -25.0 | x | -2.2 | 3.6 | x
N/C(=N\N=C\c1cccs1)SC1CC(=O)N(c2ccc(Br)cc2)C1=O (configuration not stated) | -0.8 | -0.4 | 23.3 | -16.1 | -18.9 | 0.7 | 1.4 | 1.9 | -2.7
Cc1sc2ncnc(NCC(O)c3ccccc3)c2c1C (configuration not stated) | 43.2* | 17.5* | 14.4 | 7.2 | 9.5 | 12.1 | -1.3 | 5.3 | -14.9
CCOc1ccc(N2C=Nc3ccc(OCC)cc3C2)cc1 | -13.1 | 2.9 | -12.6 | 10.2 | -7.7 | -0.6 | -7.7 | 2.5 | -0.8
CC(Oc1ccccc1)C(=O)Nc1ccccc1O (configuration not stated) | -9.7 | 0.9 | -8.2 | 16.3 | 0.0 | 0.4 | -5.2 | 12.8 | -4.1
COc1ccccc1N1CCN(C(=O)C(=O)c2c[nH]c3ccccc23)CC1 | -25.4 | 1.7 | -3.1 | -25.3 | -6.5 | 3.1 | -1.6 | 2.7 | -9.7
CCCN(CCC)S(=O)(=O)c1ccc(C(=O)N2CCCc3ccccc32)cc1 | -11.9 | 4.4 | 4.8 | 13.4 | 46.5 | 0.4 | -3.1 | 18.1 | -7.2
Cc1ccc(S(=O)(=O)N/N=C/c2cccc([N+](=O)[O-])c2)cc1 | -6.2 | 0.6 | 4.9 | 14.0 | -7.1 | 1.3 | -2.8 | 0.2 | -8.5

The final 4 compounds of the section above come first, to join the parts:
SMILES | CHO parental Ca | M1 ag parental | CHO-K1 Ca antag | M1 PAM parental | TAAR1 antagonist | V1R ag counter | CHRM1 agonist | TAAR1 ag | OXTR potentiate
CC(Oc1ccccc1)C(=O)Nc1ccccc1O (configuration not stated) | -9.7 | 0.9 | -8.2 | 16.3 | 0.0 | 0.4 | -5.2 | 12.8 | -4.1
COc1ccccc1N1CCN(C(=O)C(=O)c2c[nH]c3ccccc23)CC1 | -25.4 | 1.7 | -3.1 | -25.3 | -6.5 | 3.1 | -1.6 | 2.7 | -9.7
CCCN(CCC)S(=O)(=O)c1ccc(C(=O)N2CCCc3ccccc32)cc1 | -11.9 | 4.4 | 4.8 | 13.4 | 46.5 | 0.4 | -3.1 | 18.1 | -7.2
Cc1ccc(S(=O)(=O)N/N=C/c2cccc([N+](=O)[O-])c2)cc1 | -6.2 | 0.6 | 4.9 | 14.0 | -7.1 | 1.3 | -2.8 | 0.2 | -8.5
COc1ccc(C(C)N2CC34C=CC(O3)C(C(=O)O)C4C2=O)cc1 (configuration not stated) | 1.5 | -0.1 | -10.3 | 17.8 | -9.8 | 0.9 | -1.5 | 8.2 | -7.4
Cc1ccc(S(=O)(=O)N(CC(=O)NN=C2CCN(C)CC2)c2ccc(F)cc2)cc1 | -27.0 | -0.3 | -2.6 | 3.9 | 12.2 | 0.7 | -5.7 | 7.8 | -30.1
CC(C)(C)c1ccc(C(=O)Nc2nonc2-c2nc3ccccc3[nH]2)cc1 | -12.3 | 0.3 | 0.4 | 13.9 | -5.3 | 1.1 | -0.4 | 3.8 | -4.2
Cc1ccccc1NC(=O)NCCCCc1ccccc1 | -12.7 | 0.3 | -1.4 | -11.6 | -22.7 | 1.5 | -2.0 | -0.1 | -0.2
COc1ccc(NC(=O)CN2C(=O)NC(C)(c3ccccc3)C2=O)cc1Cl (configuration not stated) | -25.1 | 3.7 | -8.9 | 14.4 | 15.4 | 0.9 | 1.4 | 5.4 | -9.6
CCCCCCOc1ccc(N2C(=O)CC(NCc3ccc(S(N)(=O)=O)cc3)C2=O)cc1 (configuration not stated) | -1.6 | 0.7 | -1.2 | 5.0 | -7.2 | 0.4 | -2.1 | 0.4 | -5.1
O=C1/C(=C/c2cccs2)CCC/C1=C\c1cccs1 | -15.9 | 0.8 | -0.5 | 14.6 | -20.7 | 2.1 | -1.4 | -1.8 | -2.7
Cn1c(C(O)c2ccccc2F)nc(Cl)c1Cl (configuration not stated) | 0.0 | 0.6 | 4.8 | 10.0 | -4.5 | 0.2 | -7.4 | 4.1 | 4.0
COc1cc(CN2C(=O)C(C)ON=C2c2ccccc2F)cc(OC)c1 (configuration not stated) | x | -0.2 | 8.8 | -10.5 | -7.2 | x | -4.6 | -2.8 | x
Cc1ccc2ccccc2c1C(O)c1ncc(-c2ccc(F)cc2)[nH]1 (configuration not stated) | x | 3.6 | 1.6 | 1.9 | -8.0 | x | 1.9 | 5.8 | x
